# ALOX12 inh – ALOX12 (human) lipoxygenase inhibition | P18054 | purified 12hLO, xylenol orange hydroperoxide absorbance | Potency, µM (highest dose often 108 µM), for the others: at the top dose activity change, negative = inhibition, most hits filed as inhibitors | 580,000 compounds, 1.1% hits; further: on the % scale 0 is the no-effect control and ±100 the full control effect
# Target sequence (P18054 whole entry, looked up): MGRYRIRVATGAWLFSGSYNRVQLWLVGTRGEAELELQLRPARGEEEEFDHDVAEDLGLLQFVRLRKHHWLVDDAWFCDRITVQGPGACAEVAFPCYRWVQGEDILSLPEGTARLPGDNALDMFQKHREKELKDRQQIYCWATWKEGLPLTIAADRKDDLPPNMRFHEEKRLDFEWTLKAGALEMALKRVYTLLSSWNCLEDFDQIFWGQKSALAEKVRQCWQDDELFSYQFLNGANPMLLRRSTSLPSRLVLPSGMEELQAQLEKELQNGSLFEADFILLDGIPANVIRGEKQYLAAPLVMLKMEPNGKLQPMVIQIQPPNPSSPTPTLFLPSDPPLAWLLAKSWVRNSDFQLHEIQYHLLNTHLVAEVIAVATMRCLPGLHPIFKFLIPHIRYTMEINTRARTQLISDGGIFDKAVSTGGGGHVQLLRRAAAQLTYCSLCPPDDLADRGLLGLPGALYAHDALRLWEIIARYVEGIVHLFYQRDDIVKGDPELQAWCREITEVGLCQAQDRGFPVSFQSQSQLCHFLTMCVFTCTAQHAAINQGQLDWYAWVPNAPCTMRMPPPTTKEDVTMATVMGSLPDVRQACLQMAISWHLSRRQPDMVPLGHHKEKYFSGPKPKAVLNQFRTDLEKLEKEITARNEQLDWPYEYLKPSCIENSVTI
#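 Purified human 12hLO (150 nM final) in 25 mM Hepes, 0.01% Triton X-100, pH 7.0 was preincubated 15 min at room temperature with compound. Then 40 uM arachidonic acid was added, 30 min. Hydroperoxide was read by Fe-XO absorbance ratio 573/405 nm.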
# TrxR1 inh – rat TrxR1 inhibition; O89049; recombinant rTrxR1, NADPH fluorescence consumption, selenite substrate; Potency, µM (highest dose often 114 µM), inactives show at the top dose activity change, negative = inhibition, hits mostly inhibitors; 390,000 compounds, 1% hits; AID 588453; further: on the % scale 0 is the no-effect control and ±100 the full control effect; nearly all actives have a fitted effect of over 65% in size
#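 Rat TrxR1 (90 nM in the dispensed reagent) was pre-reduced with 400 uM NADPH for 5 min at room temperature, then incubated with compound for 15 min. After 400 uM selenite was added, NADPH fluorescence (Ex 340/Em 450 nm) was followed for 8 min.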
# GLS inhibitor – blocks human kidney-isoform glutaminase activity; O94925; GLS enzymatic activity, qHTS titration; Potency, µM (titrated, usually from 45.5 µM), for the others: top-dose activity change, negative = inhibition, actives largely listed as inhibitors; 410,000 compounds, 0.21% hits; AID 624170; further: on the % scale 0 is the no-effect control and ±100 the full control effect
#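 Read-out is an Amplex red fluorescence increase coupled through glutamate oxidase and HRP, measured before and after 30 min room-temperature incubation. hKGA is in 45 mM KH2PO4 (pH 8.2) with 0.02% Tween-20; glutamine added as 1mM solution.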
# HP1b binding inh – inhibitors of HP1-beta chromodomain binding to methylated histone tails; AlphaScreen HP1-beta / biotin-H3K9me3 peptide binding; Potency, µM (series often up to 114 µM), for the others: at the highest dose activity change, negative = inhibition, most hits filed as inhibitors; 390,000 compounds, 0.56% hits; AID 540317; further: nearly all actives have a fitted effect of over 70% in size; inactives centre near 23
# Target sequence (P83916 whole entry, looked up): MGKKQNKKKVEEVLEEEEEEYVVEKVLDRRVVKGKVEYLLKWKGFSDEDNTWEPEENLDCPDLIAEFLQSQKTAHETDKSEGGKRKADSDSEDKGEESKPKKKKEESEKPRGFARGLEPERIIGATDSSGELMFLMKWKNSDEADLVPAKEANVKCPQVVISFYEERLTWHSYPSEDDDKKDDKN
#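 AlphaScreen: HP1-beta (50 nM) preformed 30 min with biotin-H3(1-18)K9me3 peptide (50 nM) in PBS pH 7.4, 0.01% Tween-20. Compound added for 30 min at RT, then streptavidin donor/nickel chelate acceptor beads (10 ug/mL) for 30 min.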
# Pin1 inhibitor – inhibitors of human Pin1; Q13526; AID 504891; Pin1 FP peptide displacement, HiFluor488, 10 min; Potency, µM (top dose mostly 115 µM), for the others: at the top dose activity, negative = inhibition, hits mostly inhibitors; 390,000 compounds, 0.009% hits; active means well fitted inhibition curve with a large enough effect in the polarisation, with a control signal flat, not every such curve was filed as active; inconclusive means small, poorly fitted or top-dose-only effect, or effect the other way, or a change in a side signal; inactive means no such curve, though single readings can be large or run the other way; the % refers to the polarisation; further: on the % scale 0 is the no-effect control and ±100 the full control effect
# Target sequence (Q13526 whole entry, looked up): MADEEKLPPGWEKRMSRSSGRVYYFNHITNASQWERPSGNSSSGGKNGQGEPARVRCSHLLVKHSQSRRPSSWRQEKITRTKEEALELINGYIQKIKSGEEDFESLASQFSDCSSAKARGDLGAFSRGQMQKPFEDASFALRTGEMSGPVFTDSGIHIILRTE
# Tb PGK inh – T. brucei PGK inhibition. P07378. PGK/GAPDH coupled, Kinase-Glo luminescence, 60 min. Potency, µM (top dose mostly 57.5 µM), inactives show top-dose activity change, negative = inhibition, actives largely listed as inhibitors. AID 602233. 380,000 compounds, 0.043% hits; further: on the % scale 0 is the no-effect control and ±100 the full control effect; nearly all actives have a fitted effect of over 60% in size
#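 Luminescent ATP detection (Kinase-Glo Plus) follows a 60-minute room-temperature incubation, with wells lacking PGK as controls. Buffer: 100 mM TEA (pH 7.6), 5 mM MgCl2, 0.01% Tween-20. Coupling enzyme GAPDH (100 nM final) supplies unstable 1,3-BPG in-well.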
# ERG-DNA inh – ERG Ets/DNA interaction inhibition; P11308; fluorescence polarization, His-ERG Ets domain / labelled DNA; Potency, µM (highest dose often 76.9 µM), without a hit: at the top dose FP activity, negative = inhibition, hits mostly inhibitors; 370,000 compounds, 0.028% hits; active means well fitted inhibition curve with a large enough effect in the polarisation, with a control signal flat; inconclusive means small, poorly fitted or top-dose-only effect, or effect the other way, or a change in a side signal; inactive means no such curve, though single readings can be large or run the other way; the % refers to the polarisation;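 further: polarization taken with two DNA probes labelled with fluorescein and Texas red; % of control where 0% means no effect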
#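 His-tagged ERG Ets domain (1 uM in the protein solution; 300mM KCl, 50mM Tris-HCl, 1mM EDTA, 1mM DTT, pH 7.5) received compound, then a probe mix of 5 nM fluorescein-DNA and 100nM Texas-615-DNA. Fluorescence polarization was read for both dyes.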
# JMJD2A Tudor – blocks the human JMJD2A Tudor domain; O75164; AlphaScreen JMJD2A-Tudor / H3K4me3 peptide binding; Potency, µM (titrated, usually from 114 µM), inactives show top-dose activity change, negative = inhibition, usual class: inhibitors; 390,000 compounds, 4.4% hits; further: on the % scale 0 is the no-effect control and ±100 the full control effect; nearly all actives have a fitted effect of over 50% in size
# RGS4 inh – inhibitors of human regulator of G protein signaling 4; P49798; Transcreener GDP fluorescence polarization, RGS4-accelerated GTP hydrolysis; Potency, µM (titrated, usually from 114 µM), for inactives: top-dose activity change, negative = inhibition, actives largely listed as inhibitors; 390,000 compounds, 0.039% hits; AID 504845; further: on the % scale 0 is the no-effect control and ±100 the full control effect; nearly all actives have a fitted effect of over 75% in size; some results filed as inactive show a strong effect at the top dose
#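 MLSMR compounds (23 nl, pin-transferred) preincubated 10 min at room temperature with a 500nM (2x) first reagent, then RGS4 at 900nM (2x) plus Transcreener GDP mix added; fluorescence polarization (620/688 nm) read before and after 90 min at 30 °C.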
# Numbers without * were called inactive; i = inactive; ? = inconclusive; · = not tested or not shown; [ ] = remark or other dose. Unless noted, the call rests on the fitted dose curve; in most records, active means well fitted curve in the direction sought with a large enough effect; inconclusive means small, poorly fitted or top-dose-only effect, or another doubt; inactive means no such curve, though single readings can be large; an effect the other way counts as inactive or inconclusive. Potency means the concentration at half of the fitted maximal effect. These rows are one share of the data; count on the stated rates, not on these rows.
# Below each SMILES – ALOX12 inh, TrxR1 inh, GLS inhibitor, HP1b binding inh, Pin1 inhibitor, Tb PGK inh, ERG-DNA inh, JMJD2A Tudor, RGS4 inh
O=C(Nc1ccc(N2CCOCC2)c(C(=O)O)c1)c1ccc(Br)cc1
→ ?, -11.6%[57.1 µM], -3.5%, 32.6%, 5.0%, -15.4%, 4.1%, 70.8µM*, -39.0%
Cc1ccccc1NC(=O)Cn1c(=O)n(Cc2ccc3c(c2)OCO3)c(=O)c2oc3ccccc3c21
→ ?, 27.3%, 6.0%, 18.4%, -2.1%, -0.7%, 0.9%, -11.0%, -18.0%
O=S1(=O)CCN(c2ccccc2CC(c2c[nH]c3ccccc23)c2c[nH]c3ccccc23)CC1
→ -11.0%, -13.8%, -2.3%, -14.4%, 7.2%, -9.3%, ·, ?, -34.0%
Cc1cc(C)n2cc(CSc3nnnn3-c3ccccc3C)nc2n1
→ 0.0%, -6.6%, 3.3%, 32.3%, -9.5%, 8.2%, -9.5%, 5.0%, 21.5%
C=CCc1ccc(OCCOc2cccc3cccnc23)c(OC)c1
→ 14.4%, -8.0%, 3.2%, 7.0%, 3.5%, -5.6%, -3.6%, -29.5%, 11.9%
CC(C)(C)Oc1ccccc1Nc1nc(NCCO)nc(N2CCCC2)n1
→ 5.6%, 10.5%[57.1 µM], 0.4%, 13.8%, -3.5%, -9.7%, ·, -4.2%, -9.3%
O=C(Oc1cc(-c2ccccc2)no1)c1ccc(Cl)cc1
→ 31.6µM*, -38.6%, 27.4%, 23.4%, -1.9%, -3.5%, 6.8%, -28.1%[11.4 µM], -9.9%[11.4 µM]
CC(C)(C(N)=O)N1CCN(c2ncc(C(F)(F)F)cc2Cl)CC1
→ 392.7%[activator], 7.1%, 0.1%, 24.3%, -1.5%, -5.5%, -7.9%, 5.1%, -15.5%
COc1cccc2cc(CC(=O)c3ccc(C)c(C)c3)c(=O)oc12
→ 8.2%, 16.1%, 2.8%, 17.1%, 0.3%, i, 12.1%, -17.1%, -2.9%
O=C(c1ccc2nc(Cc3cccc(Cl)c3)oc2c1)N1CCOCC1
→ i, -15.7%, -0.3%, 14.3%, -0.4%, -6.5%, -17.0%, -2.1%, 0.7%
OCCNCc1cccc(-c2ccccc2)c1O
→ ?, -8.8%, 17.0%, 18.7%, 0.3%, 8.8%, 0.1%, -9.7%, -6.3%
Cc1ccc(SCc2nc3ncccn3c2Br)cc1
→ 0.0%, 27.8%, 1.9%, 28.8%, 4.4%, -11.5%, 6.6%, -1.4%, 2.1%
CC(=O)c1cccc(NC(=O)Nc2nc(C)cc(C)n2)c1
→ 8.1%, 6.2%, -0.9%, 28.8%, 4.6%, 0.4%, -11.7%, -5.8%, -7.6%
Clc1cccc(N2CCN(Cc3nc(-c4ccccc4)no3)CC2)c1
→ 202.7%[activator], 16.1%, 3.0%, 105.7%[activator], ?, -4.8%, -12.3%, 23.6%, -14.5%
COc1ccc(OCc2ccc(C(=O)NN)cc2)cc1
→ 23.9%, 23.8%, 13.2%, 25.3%, -1.5%, -1.8%, -9.3%, ?, -7.3%
Cc1sc2nc(N)sc2c1C
→ ?, 14.7%[57.1 µM], 34.5%[activator], -7.2%, 0.1%, i, 16.8%, ?, ?
COc1cc(C(O)c2nc3ccccc3n2C)cc(OC)c1OC (stereo unspecified)
→ ?, 0.1%[57.1 µM], 0.3%, 14.1%, 0.6%, i, -4.5%, 3.0%, 16.3%
COc1ccc(C(=O)NC2(C(F)(F)F)NC(=O)N(CCCc3ccccc3)C2=O)c(OC)c1OC (stereo unspecified)
→ 0.1%, 21.1%[57.1 µM], 47.0%[activator], 34.7%, 4.4%, 4.2%, 10.7%, -11.2%, -11.8%
Cc1ccc(-c2ccc(C(=O)NCc3ccc(Cl)cc3)o2)c2ccccc12
→ -29.3%, 31.6µM*, 4.3%, -23.0%, 47.1%[activator], -3.0%, 11.4%, ?, ?
COC(=O)c1c(NC(=O)CCC(=O)O)sc(Cc2ccccc2)c1C
→ 17.8%, 4.4%, 21.7%, 60.6%[activator], 4.8%, -3.9%, -2.1%, 2.9%[11.4 µM], -16.9%[11.4 µM]
CCn1ccnc1[C@@H]1C[C@H]2CN(Cc3cccc(Cl)c3)C(=O)[C@]23CCCN13
→ 0.0%, 6.3%[57.1 µM], 13.7%, 22.0%, 4.0%, 8.6%, -1.6%, -3.7%, -22.6%
Cc1cc(C(=O)OCC(=O)Nc2ncc(C(F)(F)F)cc2Cl)c(C)o1
→ 0.0%, -18.9%, -3.7%, 43.5%, -2.0%, -1.6%, 20.0%, -20.3%, -29.4%
Cc1ccc(NC(=O)CC(NC(=O)c2ccccc2Cl)c2ccccc2)nc1 (stereo unspecified)
→ -6.8%, 7.6%, -12.0%, 31.6%, 10.6%, -5.3%, -8.9%, 1.7%, 7.9%
COc1cc(/C=N/n2cnc3c(sc4nc(C)cc(C)c43)c2=O)ccc1O
→ ·, 6.1%[57.1 µM], -7.6%, 19.5%, 12.6%, -9.7%, -4.1%, -0.7%, -3.7%
Cc1cc(Br)ccc1OCCN1CCCC1
→ 0.0%, 23.1%, 7.8%, ?, -1.4%, 3.2%, 3.8%, 25.1µM*, 24.3%
Cc1nc2c(-c3ccccc3)c(C)nn2c(C)c1CCC(=O)NC(C)CCc1ccco1 (stereo unspecified)
→ -0.3%, 2.2%, -4.2%, 15.8%, 2.4%, 0.0%, 11.9%, -13.8%, -44.7%
COc1ccc(NC(=O)Cn2nnc(C(=O)Nc3ccc(F)c(Cl)c3)c2N)cc1
→ -0.6%, 1.9%, -4.2%, 20.0%, 6.2%, -5.4%, 8.3%, -6.0%, 1.4%
C#CCOCCOCCOCCNc1nc(N2CCOCC2)nc(N2CCN(C(=O)CCCCCCCCCCNC(=O)[C@@H](CCSC)n3cc(CCO)nn3)CC2)n1
→ -15.2%, -8.0%, 2.1%, 10.4%, 8.3%, 6.2%, 2.1%, -32.4%, 23.7%
COc1ccc(NC(=O)CSc2nnc(NC(=O)C3CCC3)s2)c(OC)c1
→ -2.7%, 8.9%, 1.9%, 18.6%, 1.4%, 3.2%, -1.1%, -4.3%, -7.5%
CCOC(=O)C1(O)CC(C)=NN1C(=O)c1cccc(Br)c1 (stereo unspecified)
→ 20.5%, 8.5%[57.1 µM], -6.4%, 37.6%, -2.1%, 1.9%, 10.6%, -9.5%, -1.4%

# 3 structures out of the list, sorted by count of non-hydrogen atoms, smallest number first:
# Below each SMILES – ALOX12 inh, TrxR1 inh, GLS inhibitor, HP1b binding inh, Pin1 inhibitor, Tb PGK inh, ERG-DNA inh, JMJD2A Tudor, RGS4 inh
OCCNCc1cccc(-c2ccccc2)c1O
→ ?, -8.8%, 17.0%, 18.7%, 0.3%, 8.8%, 0.1%, -9.7%, -6.3%
COc1cc(C(O)c2nc3ccccc3n2C)cc(OC)c1OC (stereo unspecified)
→ ?, 0.1%[57.1 µM], 0.3%, 14.1%, 0.6%, i, -4.5%, 3.0%, 16.3%
O=C(Nc1ccc(N2CCOCC2)c(C(=O)O)c1)c1ccc(Br)cc1
→ ?, -11.6%[57.1 µM], -3.5%, 32.6%, 5.0%, -15.4%, 4.1%, 70.8µM*, -39.0%

# Further compounds.
# Below each SMILES – ALOX12 inh, TrxR1 inh, GLS inhibitor, HP1b binding inh, Pin1 inhibitor, Tb PGK inh, ERG-DNA inh, JMJD2A Tudor, RGS4 inh
Cc1cc(C)n(S(=O)(=O)c2cccc([N+](=O)[O-])c2)n1
→ ?, 11.3%[57.1 µM], 12.4%, 8.7%, 0.1%, -2.4%, 4.6%, -14.0%, 28.2%
Cc1cccn2c(=O)nc(SCC(=O)N3CCCC3)nc12
→ 0.9%, 8.3%[57.1 µM], -0.5%, -3.0%, -8.6%, i, 15.9%, -19.3%, 12.9%
COC(=O)[C@]12C(=O)NC[C@H](CN1c1ccc(C(F)(F)F)cc1)N2C
→ -4.8%, 48.9%[activator][57.1 µM], -2.5%, 32.8%[activator], 4.3%, -4.4%, 12.4%, -17.6%, 0.1%
O=C(C=Cc1cccs1)c1ccccc1
→ -19.3%, -30.2%, 5.6%, 57.2%[activator], 7.2%, -15.2%, ·, -0.7%, -1.3%
Cc1c(C(=O)Nc2ccc(Cl)cc2)c2ccccn2c1C(=O)c1ccccc1
→ 0.0%, -9.0%[57.1 µM], 10.4%, 18.1%, 6.9%, -6.0%, -3.8%, 1.8%, 0.8%
O=C(COc1cc(O)c2c(=O)cc(-c3ccccc3)oc2c1)c1ccc(F)cc1
→ -0.7%, 1.6%[57.1 µM], -11.3%, 11.2%, 13.7%, -9.4%, 1.0%, -11.9%, -7.4%
Cc1ccc(-n2cc(CN3CCNC(=O)CC3)c(-c3cccc(C)c3)n2)cc1
→ -4.1%, 9.8%[57.1 µM], -0.2%, ?, 0.0%, 0.0%, 10.6%, ?, -50.6%
CCNC(=S)NNC(=O)c1csc(C)c1
→ 15.0%, 19.7%, 23.1%, ?, ?, -10.9%, 0.6%, 2.1%, -12.4%
O=C1N=c2ccccc2=C1c1c(O)[nH]c2c(C(F)(F)F)cccc12
→ ?, 22.0%[57.1 µM], ?, -23.4%, -4.1%, -8.8%, 9.1%, ?, ?
CC1CCN(S(=O)C23CC4CC(CC(C4)C2)C3)CC1 (stereo unspecified)
→ -12.9%, 10.3%[11.4 µM], 0.0%, 26.5%, 6.5%, -7.3%, 34.6%[activator], -7.7%, -4.6%

# Assay outcomes (PubChem)
